Screening results as filed in PubChem BioAssay.
GPR151 ag: activators of human GPR151 | PathHunter beta-arrestin GPR151 cells, luminescence | activation, % at 11.2 µM | 650,000 compounds, 1% hits | Q8TDV0; in the data active means activation above about 4.9%;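 further: 0% = median of compound wells and 100% = cells with positive control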
FBW7 activator: activators of human E3 ligase FBW7 | Q969H0 | AlphaScreen FBW7–phospho-cyclin E peptide binding, activator screen | normalized activity (activation), % at 26.1 µM | 650,000 compounds, 0.13% hits | AID 1259310; in the data active means normalized activity above about 1.9%;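 further: purified mutant Fbw7 with reduced substrate affinity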
Target sequence (Q969H0 whole entry, looked up): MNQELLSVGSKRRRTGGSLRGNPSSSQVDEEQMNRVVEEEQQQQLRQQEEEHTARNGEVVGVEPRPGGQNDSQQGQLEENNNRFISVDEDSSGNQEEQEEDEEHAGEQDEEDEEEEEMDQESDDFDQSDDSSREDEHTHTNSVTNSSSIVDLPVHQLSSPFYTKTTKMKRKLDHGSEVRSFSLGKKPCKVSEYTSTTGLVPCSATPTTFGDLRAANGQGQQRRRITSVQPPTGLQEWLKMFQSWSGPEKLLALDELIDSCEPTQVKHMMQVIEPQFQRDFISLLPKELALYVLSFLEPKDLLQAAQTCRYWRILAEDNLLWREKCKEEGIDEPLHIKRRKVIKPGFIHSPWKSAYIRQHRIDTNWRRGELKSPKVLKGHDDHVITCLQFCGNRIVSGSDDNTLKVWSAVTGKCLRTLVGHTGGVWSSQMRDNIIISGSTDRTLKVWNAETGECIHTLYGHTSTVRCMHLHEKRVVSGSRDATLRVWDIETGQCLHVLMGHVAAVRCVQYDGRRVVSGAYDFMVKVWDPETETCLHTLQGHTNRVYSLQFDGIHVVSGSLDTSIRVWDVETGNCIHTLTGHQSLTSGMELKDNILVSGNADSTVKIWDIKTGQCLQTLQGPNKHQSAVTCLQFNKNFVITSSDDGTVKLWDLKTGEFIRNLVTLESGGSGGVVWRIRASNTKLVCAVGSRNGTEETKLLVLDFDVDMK
TEAD-YAP block: TEAD-YAP interaction inhibition. 640,000 compounds, 1.4% hits. inhibition, % at 9.12 µM. HEK-TIYL cells, TEAD-Gal4/YAP UAS-luciferase luminescence; in the data active means inhibition above about 32%;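 further: 0% = median of test compound wells and 100% = reference inhibitor wells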
MITF primary: blocks human microphthalmia-associated transcription factor; 650,000 compounds, 0.91% hits; AlphaScreen MITF homodimerization, bead proximity signal; O75030; AID 1259374; inhibition, % at 2.6 µM; in the data active means inhibition above about 50%;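 further: 0% = vehicle wells with protein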
* = called active by the depositor; & = joins results of further samples.

Sequence of screens: GPR151 ag	FBW7 activator	TEAD-YAP block	MITF primary
CCCCN(C)CCN1C(=O)C2C(C(=O)Nc3cc(C)cc(C)c3)C3C=CC2(O3)C1C(=O)NC1CCCC(C)C1C (stereo unspecified)
    0.7	0.0	-1	-7
O=C(NC1CC1)c1cc(N2CCOCC2)nc2ccccc12
    0.8	0.2	2	10
COc1ccc(OC)c(/C=C2/N=C(c3ccc(NC(C)=O)cc3)OC2=O)c1
    0.5	-0.1	-3	1
C=CCNC(=O)[C@@H](NC(=O)c1ccc(OC)cc1)C(C)C
    -0.5	0.0	-1	-1
Cc1cc(S(=O)(=O)N2CCN(C)CC2)ccc1-n1cnnn1
    0.4	-0.2	-12	0
CCSc1ccccc1C(=O)Oc1coc(CSc2nccn2C)cc1=O
    0.3	-0.2	-7	-6
COc1ccccc1CSc1nnc(N)s1
    0.2	-0.2	-7	0
O=C(NCc1ccccc1)c1ccnc(NCCCN2CCCC2=O)c1
    -1.4	-0.1	5	-7
CCOC(=O)c1ccc(Nc2nnc(-c3cc4cc([N+](=O)[O-])ccc4oc3=O)s2)cc1
    1.7	-0.5	-9	-1
CCCCCn1c(SCC(=O)OCC)nc2cc(C(=O)N(C)Cc3ccccc3)ccc2c1=O
    -0.5	0.0	3	6
CCOC(=O)COc1c(Br)cc(C=O)cc1OC
    -1.0	0.7	3	-2
CC(=O)Oc1ccc(/C=C2\N=C(c3ccc(-c4ccccc4)cc3)OC2=O)cc1
    -1.2	0.2	8	23
NC(=O)N/N=C1\CCCCC1c1ccccc1 (stereo unspecified)
    -0.3	-0.1	1	-2
CCn1cc(/C=C/c2nc(O)c([N+](=O)[O-])c(=O)[nH]2)c2ccccc21
    0.5	0.0	-5	6
CCOC(=O)c1c(NC(=O)C(C)Oc2ccc(C)c(C)c2)sc(C)c1C (stereo unspecified)
    1.2	0.1	9	8
COc1ccccc1C(=O)Nc1cc(-c2nc3cc(C)ccc3o2)ccc1C
    0.9	-0.1	2	5
CC1CC(C)CN(C(=O)c2ccccc2Cl)C1 (stereo unspecified)
    -0.2	0.2	-4	11
CCOC(=O)C1=C(C)OC(N)=C(C#N)C1c1ccc(-c2ccccc2)cc1 (stereo unspecified)
    -1.1	-0.1	0	-4
Cc1ccc2cc(CCNC(=O)c3cccc([N+](=O)[O-])c3)c(=O)[nH]c2c1
    0.2	-0.2	4	21
COc1ccc(CN2CCN(Cc3ccccc3F)C(CCO)C2)c(O)c1 (stereo unspecified)
    1.2	0.0	5	5

Copied from the list.
`CCOC(=O)C1=C(C)OC(N)=C(C#N)C1c1ccc(-c2ccccc2)cc1` (stereo unspecified) | GPR151 ag = -1.1
`Cc1cc(S(=O)(=O)N2CCN(C)CC2)ccc1-n1cnnn1` | GPR151 ag = 0.4
`Cc1ccc2cc(CCNC(=O)c3cccc([N+](=O)[O-])c3)c(=O)[nH]c2c1` | GPR151 ag = 0.2
`CCCCN(C)CCN1C(=O)C2C(C(=O)Nc3cc(C)cc(C)c3)C3C=CC2(O3)C1C(=O)NC1CCCC(C)C1C` (stereo unspecified) | TEAD-YAP block = -1
`CCn1cc(/C=C/c2nc(O)c([N+](=O)[O-])c(=O)[nH]2)c2ccccc21` | TEAD-YAP block = -5
`CC(=O)Oc1ccc(/C=C2\N=C(c3ccc(-c4ccccc4)cc3)OC2=O)cc1` | MITF primary = 23
`CCOC(=O)COc1c(Br)cc(C=O)cc1OC` | GPR151 ag = -1.0

Going on with the list:
Sequence of screens: GPR151 ag	FBW7 activator	TEAD-YAP block	MITF primary
O=C1c2ccccc2C(=O)N1Cn1cc(F)c(=O)n(CN2C(=O)c3ccccc3C2=O)c1=O
    0.2	0.0	-7	-1
Cc1ccccc1-c1nc2cc(NC(=S)NC(=O)c3oc4ccccc4c3C)ccc2o1
    -0.5	0.0	-2	0
Cc1cc(NC(=O)CSc2nc3ccsc3c(=O)n2Cc2ccco2)n[nH]1
    1.0	0.1	-6	16
O=C1CCCN1CCC(=O)N1CCC(c2ccnc3nc(C(F)(F)F)nn23)CC1
    1.2	-0.2	3	5
O=C(Nc1ccc(S(=O)(=O)N2CCCCC2c2cccnc2)cc1)c1ccccc1 (stereo unspecified)
    -0.5	-0.1	8	-2
COc1ccccc1CNC(=O)c1ccc(S(=O)(=O)N2CCOCC2)o1
    -1.7	0.2	-4	8
O=S(=O)(c1cccc(C(F)(F)F)c1)N1CC=C(c2ccccc2)CC1
    -1.2	0.4	5	1
O=C1CC(=O)Nc2cc(S(=O)(=O)NCc3ccccn3)ccc2N1
    -0.8	0.1	-4	-8
CNc1cc(N2CCN(C(=O)c3cccc(C)c3OC)CC2)ccc1[N+](=O)[O-]
    -0.9	-0.2	-1	-3
Cc1ncc(-c2ccncc2)c(C2CCN(C(=O)N3CCCCC3)CC2)n1
    -0.3	0.2	-17	19
CC1CCCCN1c1nnc(NC(=O)Nc2ccc(Cl)cc2)s1 (stereo unspecified)
    3.9	0.0	-3	8
CC(=O)Oc1ccc(N2C(=O)C3C(C2=O)C2C=CC3C23CC3)cc1[N+](=O)[O-] (stereo unspecified)
    -1.7	0.1	-2	14
CCNC(=O)/C(C#N)=C/c1c(Oc2ccccc2F)nc2ccccn2c1=O
    -8.2	0.0	13	15
NS(=O)(=O)c1ccc(CCNC(=O)c2cc(-c3ccccc3)nc3ccccc23)cc1
    6.2*	-0.2	3	-16
O=C(NCC1CCCN(Cc2ccon2)C1)c1ccc(-c2ccccc2)cc1 (stereo unspecified)
    -0.7	-0.1	-6	-8
COc1ccccc1CN1CCC(N2CCN(c3ccccc3)CC2)CC1
    0.3	-0.2	-6	68*
Cc1cccc(CC(=O)Nc2c3c(nn2-c2ccc(F)cc2)CS(=O)C3)c1 (stereo unspecified)
    -0.7	-0.2	11	88*
CCOc1ccc(NC(=O)CC(C)S(=O)(=O)c2ccc3c(c2)SC(C)C(=O)N3)cc1 (stereo unspecified)
    -1.0	0.5	16	5
CC1(C)CC(=O)C=C(NNS(=O)(=O)c2ccccc2)C1
    0.3&-0.4	0.0&0.1	8&-14	15&-4
Cc1cc2ccccc2cc1CN1CCOCC1
    0.6	0.5	7	13
CC12CC(NC(=S)N1Cc1ccc3c(c1)OCO3)c1ccccc1O2 (stereo unspecified)
    1.2	-0.2	-4	-7
COc1ccc(Cl)cc1-c1ccc(/C=C(\C#N)c2nn(CCO)c(N)c2C#N)o1
    0.3	0.0	-5	1
COc1cc(C(=O)Nc2ccccc2C(=O)NC(C)C)c([N+](=O)[O-])cc1OC
    3.3	-0.1	-5	2
COc1cc2c3c(c1)C(C)=CC(C)(C)N3C(=O)C2=O
    0.4	-0.4	6	6
COc1ccc(-c2nc3s/c(=C\c4ccc(N(C)C)cc4)c(=O)n3n2)cc1OC
    1.5	0.0	5	8
Cc1cc(Oc2cc(C#N)c(C#N)cc2[N+](=O)[O-])cc(C)c1Cl
    -1.0	0.2	-2	22
Cc1nc(Nc2cc(F)ccc2C)c2c3c(sc2n1)CCCC3
    -1.6	0.2	4	0
O=C(O)c1ccccc1NC1=C(Cl)C(=O)N(c2ccccc2Cl)C1=O
    -1.1	-0.1	-1	-17
Cc1ccc(CN2CCN(C3CCCCC3)C(CCO)C2)o1 (stereo unspecified)
    -1.3	-0.1	-13	-2
CC1CCN(CC(=O)Nc2ccc(N3CCCC3)cc2)CC1
    -0.5	-0.2	-7	55*

Pulled by compound from above (five):
Sequence of screens: GPR151 ag	FBW7 activator	TEAD-YAP block	MITF primary
COc1ccc(Cl)cc1-c1ccc(/C=C(\C#N)c2nn(CCO)c(N)c2C#N)o1
    0.3	0.0	-5	1
O=C(O)c1ccccc1NC1=C(Cl)C(=O)N(c2ccccc2Cl)C1=O
    -1.1	-0.1	-1	-17
COc1cc2c3c(c1)C(C)=CC(C)(C)N3C(=O)C2=O
    0.4	-0.4	6	6
COc1cc(C(=O)Nc2ccccc2C(=O)NC(C)C)c([N+](=O)[O-])cc1OC
    3.3	-0.1	-5	2
Cc1cc(Oc2cc(C#N)c(C#N)cc2[N+](=O)[O-])cc(C)c1Cl
    -1.0	0.2	-2	22

Continued.
Sequence of screens: GPR151 ag	FBW7 activator	TEAD-YAP block	MITF primary
O=C(Cc1ccc(Cl)cc1)NNC(=O)c1ccccn1
    -1.2	-0.8	14	26
c1ccc2c(c1)nc(NCc1ccncc1)c1nc3ccccc3n12
    0.8	-0.1	3	0
COc1ccc(OC)c(N2CC(O)(c3ccccc3)[N+]3=C2CCCCC3)c1 (stereo unspecified)
    0.2	0.1	26	4
O=C1CSC(c2ccccn2)N1c1ccc2ccccc2c1 (stereo unspecified)
    -1.1	-0.1	0	-12
CN(Cc1ccccc1)c1nc(-c2ccc([N+](=O)[O-])cc2)nc2ccccc12
    0.8	0.7	3	12
O=C1CCC(N2CCN(C(=O)c3ccco3)CC2)CCN1Cc1ccc(F)c(F)c1 (stereo unspecified)
    0.7	0.2	-7	6
O=C(Nc1onc2c1CCCC2)c1ccc(F)cc1
    -6.3	-0.1	-1	-6
C/C(=N\NC(=O)c1cc(-c2cccn2C)n[nH]1)c1ccc(O)cc1
    0.2	-0.6	20	11
O=C(Nc1cccc([N+](=O)[O-])c1)c1csc2c1CCCC2
    0.0	0.1	-23	0
CCOC(=O)[C@H](CCc1ccccc1)N[C@H]1CCc2ccccc2N(CC(=O)O)C1=O
    2.3&0.4&1.0	0.0&-0.1&-0.2	2&-10	-5&-10&-10
CCC(C)C(=O)NCc1nnc2n1CCN(C(=O)c1ccc(-c3ccccc3)cc1)CC2 (stereo unspecified)
    0.4	0.2	9	0
CCCCCCNS(=O)(=O)c1ccccc1[N+](=O)[O-]
    0.2	0.0	-4	-1
Nc1nc(-c2cc3ccc(O)cc3oc2=O)cs1
    -8.4	0.0	-27	-4
COC(CNC(=O)CC1Sc2ccccc2NC1=O)OC (stereo unspecified)
    0.1	0.6	2	15
O=C(CCC(=O)Nc1ccccc1Br)N/N=C/c1ccccc1O
    -0.8	0.0	17	3
O=C(NC(c1ccccc1)c1ccsc1)C1CCN(C(=O)c2ccccc2)CC1 (stereo unspecified)
    0.9	0.0	11	13
COc1ccc(CNC(=O)CCCOc2ccc(Br)cc2)cc1
    -0.5	-0.1	6	-14
COc1ccc(-c2c3c(nn2-c2ccccc2)CCCC3=O)cc1
    -0.5	-0.2	7	-11
CC(C)N(CCNC(=O)c1ccc2nc(Oc3ccccc3)sc2c1)C(C)C
    -0.1	0.1	3	2
NCCn1ncc2c(N3CCCCCC3)ncnc21
    -1.5	0.4	-9	4
COCCNC(=O)/C(=C/c1ccc(-c2ccccc2[N+](=O)[O-])o1)NC(=O)c1ccc(C)cc1
    0.8	-0.1	20	16
Nc1ccc2nc(CCc3nc4ccc(N)cc4s3)sc2c1
    0.0	-0.1	-26	-1
CCC(Sc1ncccc1C(=O)Oc1cccc([N+](=O)[O-])c1)C(=O)N1CCOCC1 (stereo unspecified)
    0.3	-0.3	3	-6
Cc1ccc(N(C(=O)C2CCC(=O)N2)C2(C(=O)NC3CCCC3)CCCCC2)cc1 (stereo unspecified)
    0.8	0.4	15	1
COCCn1c(C)cc(C(=O)CSc2nnc(-c3ccc(OC(F)F)cc3)o2)c1C
    0.3	-0.1	1	3
CC(C)C(OC(=O)Cc1cccc(C(F)(F)F)c1)C(=O)NC(N)=O (stereo unspecified)
    4.2	0.0	-21	-4
O=c1cc(-c2ccccc2)nc2nc(NCc3cccc([N+](=O)[O-])c3)[nH]n12
    -2.3	0.1	2	13
CN(Cc1ccc(F)cc1)c1ccc(OCC(=O)NCC2COCCO2)nn1 (stereo unspecified)
    -0.1	-0.5	-8	4
O=C1NC(=S)NC(=O)C1=Cc1ccccc1OCc1cccc(F)c1
    2.2	-0.3	1	4

An unsorted share of the library. Share with any hit: about 3.4%.
